KCNQ2 inh = KCNQ2 channel blockers in CHO-K1 cells – cell-based, FluxOR thallium flux, B-score, primary screen (AID 2156) | O88943 | 20 min; hits give low values | B-score at 10 µM | hit rate 1.1% among 310,000;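 active means fluorescence ratio B-score at most minus 3 library SDs, with starting brightness B-score within 2 library SDs, cut at about -5.5 in these data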
Kir21 block = blocks the mouse Kir2.1 inward-rectifier potassium channel | P35561 | HEK293-Kir2.1, FluxOR thallium flux fluorescence; hits give low values | B-score at 10 µM | hit rate 0.85% among 310,000;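 active means fluorescence ratio B-score at or below minus 3 SD of library scores, with starting-brightness B-score within 2 SD, cut at about -4.2 in these data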;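 further: channel flux triggered by added potassium and thallium sulfate stimulus; B-score of peak minus minimum fluorescence over baseline after thallium stimulus; more negative B-score means stronger Kir2.1 block with less thallium influx; some compounds called inactive have numbers as strong as hits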
Target sequence (P35561 whole entry, looked up): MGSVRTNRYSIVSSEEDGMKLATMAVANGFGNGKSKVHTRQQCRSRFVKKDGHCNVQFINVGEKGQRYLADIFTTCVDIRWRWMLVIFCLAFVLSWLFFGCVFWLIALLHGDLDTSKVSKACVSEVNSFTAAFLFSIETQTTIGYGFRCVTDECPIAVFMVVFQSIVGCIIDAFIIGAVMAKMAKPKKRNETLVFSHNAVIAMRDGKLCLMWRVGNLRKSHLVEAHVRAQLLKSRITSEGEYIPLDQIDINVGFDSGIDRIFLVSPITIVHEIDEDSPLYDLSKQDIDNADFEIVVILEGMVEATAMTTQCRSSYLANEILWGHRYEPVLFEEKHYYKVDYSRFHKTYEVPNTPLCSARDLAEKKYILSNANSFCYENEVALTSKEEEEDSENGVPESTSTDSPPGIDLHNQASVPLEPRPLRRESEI
* hit, by the source's call; i = inactive.

Each structure is followed by: KCNQ2 inh | Kir21 block
O=C(NCc1cccc(Cl)c1)N1CCN(S(=O)(=O)c2ccccc2F)CC1
 : i | 0.75
COc1ccc(C(=O)NCC(=O)OCC(=O)N(C)c2ccccc2)cc1
 : i | 0
CCOC(=O)COc1ccc2c(c1)C(=O)CC1(CCN(C(C)=O)CC1)O2
 : i | 0.28
CCOC(=O)CNc1ncnc2nc[nH]c12
 : i | 0.61
COCCCNC(=O)CCC(=O)Nc1ccc2nc(N3CCOCC3)cc(C)c2c1
 : i | 0.48
CN(C)c1cccc(C(=O)N2CCCC(C(=O)c3cc(F)ccc3F)C2)c1 (stereo not given)
 : i | 0.37
CC(=O)Nc1ccc(N=Cc2ccc[nH]2)cc1
 : i | -0.07
CCc1c(C#N)c(SCCC(=O)Nc2ccc(F)cc2)nc2c1C(=O)CC(C)(C)C2
 : i | -0.18
COC(=O)c1ccc(S(=O)(=O)N2CCOCC2)o1
 : i | 2
O=C(Nc1cc(Sc2ccccn2)cc([N+](=O)[O-])c1)c1ccc(Cl)cc1
 : i | -0.72
CCN(CC(=O)Nc1ccc(NC(C)=O)cc1)C(=O)CCCOc1cccc(C)c1
 : i | -0.64
Fc1ccc(C(c2nnnn2Cc2cccs2)N2CCN(C3CCCCC3)CC2)cc1 (stereo not given)
 : i | -2.5
S=C(c1ccccc1)N1CCCC1
 : i | 0.85
COc1cc(C(=S)N2CCOCC2)ccc1O
 : i | -0.54
CCOC(=O)COc1ccc(S(=O)(=O)NC2CC2)cc1
 : i | 0.05
OCC1CCCN(C(=S)Nc2ccc(OC(F)F)cc2)C1 (stereo not given)
 : i | 0.02
O=C(O)c1cccc(S(=O)(=O)Nc2cc(Cl)ccc2Cl)c1
 : i | 0.46
Cc1occc1C(=O)N/N=C/c1ccccc1[N+](=O)[O-]
 : i | -0.12
CCN(CC)CCOC(=O)c1ccc(N/C=C(/C#N)c2nc(-c3ccc(OC)c(OC)c3)cs2)cc1
 : i | 0.71
CC(=O)Oc1cccc(N2C(=O)c3ccc(C(=O)Nc4cccnc4)cc3C2=O)c1
 : i | 0.1
COc1cccc(NC(=O)c2ccccc2C(F)(F)F)c1
 : i | -0.08
O=C(OCCc1ccccc1)c1cc(O)c(O)c(O)c1
 : i | -0.91
Cc1cccc(N2CCN(C(=O)CCN3C(=O)C4C5C=CC(C5)C4C3=O)CC2C)c1 (stereo not given)
 : i | -1.7
O=C(NCCc1ccc(Cl)cc1)c1ccc2ccccc2n1
 : i | -0.34
O=C(O)C1CC=CCC1C(=O)NCc1ccc2c(c1)OCO2 (stereo not given)
 : i | 0.33
Cc1ccc(Cl)cc1N1C(=O)CC(Sc2ncccn2)C1=O (stereo not given)
 : i | -1
O=C(NCCc1c[nH]c2ccccc12)c1cccc(Br)c1
 : i | -0.14
COc1ccc(CNC(=O)C2CC(c3ccc(C(F)(F)F)cc3)=NO2)cc1 (stereo not given)
 : i | 1.5
Cc1nnc(Sc2nc3c(c(=O)[nH]c(=O)n3C)n2Cc2ccccc2)s1
 : i | -0.51
Cc1cc(NCCCn2ccnc2)n2c(nc3ccccc32)c1C#N
 : i | -0.31
Cc1ccc(-c2noc(-c3cccs3)n2)cc1
 : i | 3.8
Cc1ccc(-n2cc(CNCC3CC(=O)N(C4CC4)C3)c(-c3cccc(C)c3)n2)cc1 (stereo not given)
 : i | -0.6
CCOC(=O)C1=C(C)NC(=O)NC1c1ccc(OCC(=O)Nc2ccccc2)c(OC)c1 (stereo not given)
 : i | -0.9
O=C(c1ccc2ccccc2c1)C1CCCN(C(=O)c2noc3c2CCCC3)C1 (stereo not given)
 : i | 0.58
CCc1noc(C)c1C(=O)N1CCN(S(=O)(=O)c2ccc(Br)cc2Cl)CC1
 : i | 0.01
Cc1cc(C)c[n+](CC(=O)c2cc3ccccc3oc2=O)c1
 : i | 2.3
Cc1ccc(NC(=O)CSc2nnc(N)s2)c([N+](=O)[O-])c1
 : i | -0.13
COc1ccc(CCn2c(=N)c(C(=O)NCc3ccco3)cc3c(=O)n4ccccc4nc32)cc1
 : i | -0.86
CCC(CC)COC(=O)C1=C(C)NC(=O)NC1c1ccc(N(C)C)cc1 (stereo not given)
 : i | -1.4
O=C(NC1CCCCC1)NC1CCN(S(=O)(=O)c2ccc3c(c2)OCCO3)CC1
 : i | 0.87
Cc1cnn(-c2nc(-c3ccccc3)cc(-c3ccccc3)n2)c1
 : i | -1.6
COc1ccc2ccccc2c1CNC(C)c1ccccc1 (stereo not given)
 : i | -5.5*
Cc1ccc(/C=N/NC(=O)c2cccc(S(=O)(=O)Nc3cccc(Cl)c3)c2)o1
 : i | 0.69
CC(NC(=O)c1ccccc1)C(c1cccs1)N1CCOCC1 (stereo not given)
 : i | 0.04
COc1ccccc1CCNC(=O)c1cnccn1
 : i | -0.03
O=C(c1ccc2nc(N3CCOCC3)sc2c1)N1CCN(C(=O)c2ccco2)CC1
 : i | -1.5
CC(C)CNC(=O)Nc1ccccc1F
 : i | 1.4
Cc1cc(C)n(CC2CC(=O)N(c3ccccc3)C2=O)n1 (stereo not given)
 : i | -0.7
O=C1CC(c2ccc3c(c2)OCO3)Sc2nc3ccccc3n21 (stereo not given)
 : i | 1.6
CCC(CC)c1nc2cc(OC)c(OC)cc2c(=O)o1
 : i | 0.84
COC(=O)CNC(=O)c1cc(-c2ccncc2)nc2ccccc12
 : i | -0.99
CC1CCN(S(=O)(=O)c2ccc3c(c2)CC(C)N3C(=O)C2CCC2)CC1 (stereo not given)
 : i | -0.1
CN(CC(=O)Nc1ccccc1Cl)C(=O)COC(=O)C1=COCCO1
 : i | -0.63
CN(Cc1cnn(C)c1)C(=O)C1CCC(=O)N(Cc2cccc(F)c2)C1 (stereo not given)
 : i | 2.2
Cc1ccc(C(=O)N(CC(=O)NC2CCCC2)c2ccccc2C)s1
 : i | -0.65
CCc1ccc(CN2CCCC(CNS(=O)(=O)c3ccc(OC)cc3)C2)cc1 (stereo not given)
 : i | -1.7
COc1ccc(/C(O)=C2\C(=O)C(=O)N(c3cc(C)on3)C2c2ccccc2OC)cc1 (stereo not given)
 : i | 1.4
O=C(Nc1ccc2ccccc2c1)N1CCN(c2ncccc2C(F)(F)F)CC1
 : i | 1.6
Cc1oc(-c2ccc(Cl)cc2)nc1CS(=O)CC(=O)NCCCN1CCOCC1 (stereo not given)
 : i | 1.7
Cc1cc(OCC(=O)Nc2ccc(CN3CCOCC3)cc2)c2c(C)c(C)c(=O)oc2c1
 : i | -0.61

(next part)
Each structure is followed by: KCNQ2 inh | Kir21 block
COc1ccccc1CNS(=O)(=O)c1ccc(NC(C)=O)cc1
 : i | -1.4
O=C(CC(=O)Nc1ccccc1C(F)(F)F)Nc1ccccc1C(F)(F)F
 : i | -1.9
CC(C)C(c1nnnn1CCc1ccccc1)N1CCOCC1 (stereo not given)
 : i | 0.63
Cc1ccc(C)c2sc(N3CCN(C(=O)c4ccc([N+](=O)[O-])o4)CC3)nc12
 : i | -1.1
Cc1ccc(C(=O)O/N=C2\CCSc3ccc(C)cc32)cc1
 : i | 1.4
Cc1cccc(N2C(=O)N3[C@H](c4ccc(Cl)cc4)[C@@H]4C(=O)N(C5CCCCC5)C(=O)[C@@H]4[C@]3(Cc3ccc(Cl)cc3)C2=O)c1
 : i | -0.33
COc1cc(C2NC(=O)NC(c3ccccc3)=C2C(C)=O)ccc1OCC(=O)O (stereo not given)
 : i | -1.9
Cc1ccc(N(CC(=O)Nc2ccccc2C(=O)NCc2ccco2)S(=O)(=O)c2ccccc2)cc1C
 : i | 0.21
O=C(CN(CCc1ccccc1)S(=O)(=O)c1ccc(Br)cc1)N/N=C/c1ccc2c(c1)OCO2
 : i | 1.7
Cc1ccc(-n2nnc(-c3cnc4ccccc4c3)n2)cc1
 : i | 1
CC(=O)c1cc(F)c(N2CCN(C(=O)COc3ccc(F)cc3)CC2)cc1C
 : i | -0.89
NC(=O)NC(=O)COC(=O)c1ccc2c(c1)C(=O)N(Cc1ccccc1)C2=O
 : i | -0.76
COc1ccc(CCN2C(=O)CC(N3CCN(S(=O)(=O)c4ccccc4)CC3)C2=O)cc1 (stereo not given)
 : i | 0.24
COc1ccc(CNC(=O)c2ccccc2SCC(=O)N2CCCC2)cc1OC
 : i | 1.8
N#C/C(=C\c1cccs1)C(=O)NCC1CCCO1 (stereo not given)
 : i | 0.59
COc1ccc(CCNC(=O)c2c(O)c3ccccc3[nH]c2=O)cc1
 : i | -1.1
CCC(C(=O)N1CCc2ccccc2C1)n1nc(C)n2c(cc3occc32)c1=O (stereo not given)
 : i | -1.3
CCCCOc1ccc(Cn2c(=O)oc3ccccc32)cc1
 : i | -2.4
COc1cc(SC)ccc1C(=O)NCCc1ccccc1
 : i | -0.57
CN(C)C1=NCC(CSC(=N)N)S1 (stereo not given)
 : i | -0.01
O=C(O)CCc1ccc(-c2ccccc2)n1Cc1ccco1
 : i | 1.2
Cc1ccc(S(=O)(=O)Cc2ccc(C(=O)N3CCC(C(N)=O)CC3)o2)cc1
 : i | -0.85
O=C(Nc1ccc2nc3n(c(=O)c2c1)CCCC3)c1ccc(Cl)nc1
 : i | -0.4
COc1ccc(-c2ccnc3c(C(=O)O)cnn23)cc1
 : i | 0.24
COc1cccc(C(=O)N/N=c2\sc3ccccc3n2C)c1
 : i | 1.6
CNc1nc(C)nc(N/N=C/c2ccccc2)n1
 : i | -0.14
O=C(COC(=O)CNS(=O)(=O)c1cccc(Br)c1)Nc1ccccc1Sc1ccccc1
 : i | 0.72
COc1ccc(-c2nc3ncccn3c2Br)cc1
 : i | -1.1
CCCCNc1nc(CC)c2c(c1C#N)CCCC2
 : i | -1.9
O=C(O)CC(NC(=O)Nc1ccccc1)c1ccc(OC2CCCC2)cc1 (stereo not given)
 : i | 2.1
O=C(Cn1nnc(-c2ccccc2Cl)n1)N/N=C/c1ccc2c(c1)OCO2
 : i | 0.65
N#C/C(=C/c1ccc(Sc2nc3ccccc3[nH]2)o1)c1cccc(F)c1
 : i | 0.68
Nc1cc(C(F)(F)F)cc2c1SCC(=O)N2
 : i | -1.1
Cc1ccc(NC(=O)CC2(CC(=O)O)CCCC2)c(C)c1
 : i | -1.6
CCOC(=O)CSc1nc(Nc2ccc3c(c2)OCO3)c2ccccc2n1
 : i | -1
Cc1nn(-c2ccccn2)c2nc(-c3cccs3)cc(C(=O)NCc3ccco3)c12
 : i | 0.43
COc1ccc(O)c(-c2cc(-c3ccc(F)cc3)n[nH]2)c1
 : i | 1.9
CCN(CC(=O)Nc1ccccc1C(F)(F)F)C(=O)CCc1nc2sc3c(c2c(=O)[nH]1)CCCC3
 : i | 0.57
Cc1cc(=O)n2nc(N3CCCC(C(=O)NCCC4=CCCCC4)C3)sc2n1 (stereo not given)
 : i | -1.8
CCn1ncc(Br)c1C(=O)Nc1ccc(F)cc1F
 : i | 0.02
COc1ccc(N(CC(=O)Nc2ccc3c(c2)OCCO3)S(=O)(=O)c2c(C)noc2C)cc1
 : i | -1.1
CCn1c(COc2cccc(OC)c2)nnc1SCC(=O)Nc1cccc(OC)c1
 : i | -1.3
CC1CN(c2ccc([N+](=O)[O-])c(NCCOc3ccc(Cl)cc3)c2)CC(C)N1 (stereo not given)
 : -7* | -8*
COC(=O)c1ccccc1Oc1c(F)c(F)nc(N2CCOCC2)c1F
 : i | -0.75
Brc1ccc(OCCCCN2CCCCC2)cc1
 : i | 0.9
CCC(c1nnc(SCC(=O)Nc2ccc(C(C)=O)cc2)n1C1CCCCC1)N(C)C (stereo not given)
 : i | 0.74
NC(=O)c1oc2ccccc2c1NC(=O)CCc1ccccc1
 : i | 1.5
CC(C)(C)OC(=O)NC(Cc1ccccc1)C(=O)NC(CSC1CCCCO1)C(=O)NN (stereo not given)
 : i | 1.2
COc1ccc(CN2C(=O)c3cccnc3C2=O)cc1S(=O)(=O)N1CCOc2ccc(C)cc21
 : i | 2
Cc1ccc(NC(=O)Nn2cnnc2)cc1
 : i | 0.49
CS(=O)(=O)N(CC(=O)NCc1cccnc1)C1CCCCC1
 : i | -1.9
CC(=O)Nc1nnc(CCS(=O)(=O)c2ccc(C)c(C)c2)s1
 : i | -0.75
CCOc1ccc(CNc2nc3ccccc3n2C)cc1
 : i | -0.7
COCCNC(=S)NN=C1CCCCC1
 : i | -0.73
COc1ccc(NC(=O)CSc2nc3nc(-c4cccs4)cc(C(F)(F)F)c3c(=O)[nH]2)c(OC)c1
 : i | 0.12
CCSc1nnc(NC(=O)Nc2cccc(C)c2)s1
 : i | -0.18
COc1ccc(NC(=O)c2ccccc2Oc2ccccc2)cc1
 : i | -1.2
C=CCN(c1ccccc1)S(=O)(=O)c1ccc(Cl)c(C(=O)OCC(=O)NCCCN2CCCC2=O)c1
 : i | 2.3
CC(=O)N1CCOc2ccc(S(=O)(=O)NCc3ccc(C)cc3)cc21
 : i | -0.97
COc1ccc(C)cc1NC(=O)C1CCN(C(=O)Cc2ccccc2)CC1
 : i | -0.26
CCCc1nc2c(s1)CCc1onc(-c3ccc(OC)cc3)c1-2
 : i | 1.1

Grouped by structure: the entries above with a CF3 group
Each structure is followed by: KCNQ2 inh | Kir21 block
COc1cccc(NC(=O)c2ccccc2C(F)(F)F)c1
 : i | -0.08
COc1ccc(CNC(=O)C2CC(c3ccc(C(F)(F)F)cc3)=NO2)cc1 (stereo not given)
 : i | 1.5
O=C(Nc1ccc2ccccc2c1)N1CCN(c2ncccc2C(F)(F)F)CC1
 : i | 1.6
O=C(CC(=O)Nc1ccccc1C(F)(F)F)Nc1ccccc1C(F)(F)F
 : i | -1.9
Nc1cc(C(F)(F)F)cc2c1SCC(=O)N2
 : i | -1.1
CCN(CC(=O)Nc1ccccc1C(F)(F)F)C(=O)CCc1nc2sc3c(c2c(=O)[nH]1)CCCC3
 : i | 0.57
COc1ccc(NC(=O)CSc2nc3nc(-c4cccs4)cc(C(F)(F)F)c3c(=O)[nH]2)c(OC)c1
 : i | 0.12

Assay outcomes from PubChem.
